L major viab: reduces viability of Leishmania major promastigotes; inhibition, % at 10 µM; resazurin fluorescence viability; AID 1063; hit rate 9% among 200,000; in the data active = inhibition above about 50%;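 note: promastigotes grown with compound for 44 hours at 28 °C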
TNAP inh hiacc: blocks human TNAP under high phosphate acceptor concentration; hit rate 0.03% among 200,000; purified TNAP, CDP-star luminescence, 1 M DEA; P05186; AID 1135; inhibition, % at 20 µM;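 active = over 50% inhibition of tissue-nonspecific alkaline phosphatase at 20 µM in the single-dose screen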;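 note: plate controls were DMSO wells for no effect and EDTA-quenched wells as full inhibition for full effect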
Target sequence (P05186 whole entry, looked up): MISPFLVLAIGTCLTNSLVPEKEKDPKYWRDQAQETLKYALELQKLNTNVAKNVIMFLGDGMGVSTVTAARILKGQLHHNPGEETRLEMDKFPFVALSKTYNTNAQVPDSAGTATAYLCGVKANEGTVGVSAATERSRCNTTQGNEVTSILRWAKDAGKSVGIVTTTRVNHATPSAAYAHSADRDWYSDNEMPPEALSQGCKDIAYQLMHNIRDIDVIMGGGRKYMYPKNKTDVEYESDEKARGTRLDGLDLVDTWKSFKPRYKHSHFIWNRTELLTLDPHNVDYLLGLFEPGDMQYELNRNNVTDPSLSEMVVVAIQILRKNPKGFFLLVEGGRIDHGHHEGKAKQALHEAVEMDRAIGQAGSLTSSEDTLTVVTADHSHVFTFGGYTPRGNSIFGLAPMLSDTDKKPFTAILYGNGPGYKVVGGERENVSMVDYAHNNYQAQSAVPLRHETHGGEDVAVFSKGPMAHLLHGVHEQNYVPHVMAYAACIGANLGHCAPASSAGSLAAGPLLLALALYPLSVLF
TNAP act hiacc: TNAP (human) activation, high acceptor | AID 1136 | activation factor at 20 µM | 200,000 tested, under 10 active | purified TNAP, CDP-star luminescence, 1 M DEA, 30 min; active compounds read high; 0 = EDTA background, 1 = DMSO-only activity;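 active = activation factor at least 2 at 20 µM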
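Dosing: 20 µM single point. System: human TNAP. Amount: TNAP 1/800 final. Incubation: 30 min, room temperature. Read-out: TNAP activation factor scaled between EDTA and DMSO control wells. Signal: luminescence from CDP-star hydrolysis. Medium: 1 M DEA, pH 9.8, Mg2+, Zn2+. Control set: EDTA negative control, DMSO positive control.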
TNAP inh no acc: blocks human TNAP activity with no phosphate acceptor present. P05186. purified TNAP, CDP-star luminescence, 30 min. inhibition, % at 20 µM. hit rate 0.26% among 200,000. AID 1012;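 active = tissue-nonspecific alkaline phosphatase inhibition above about 50% at 20 µM in the single-dose screen, limit read from the data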;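 note: 0% = DMSO negative control and 100% = EDTA positive control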
RAM network inh: blocks the yeast RAM network. S. cerevisiae dse1pr::URA3 reporter, 5-FOA growth OD615, 2 d; analog-sensitive cbk1-as2 kinase mutant strain. hit rate 1.8% among 190,000. inhibition, % at 50 µM;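 active = inhibition above a set limit, 3 SD over mean compound inhibition, cut at about 8.4% in these data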;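 note: 0% = DMSO-only wells with no growth and 100% = 10 µM 1-NA-PP1 full growth; inhibition rescues growth on 5-FOA so higher OD means more RAM inhibition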
FLuc act counter: affects firefly luciferase, flagging false hits in luciferase stimulation screens. activation factor at 10 µM. 200,000 tested, under 10 active. AID 1027. P08659. ATPlite luciferase biochemical, luminescence, 10 min; 0 = ATP-free wells, 1 = DMSO control;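 active = luciferase activation factor, scaled between plate controls, of at least 2 with compound at 10 µM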
Target sequence (P08659 whole entry, looked up): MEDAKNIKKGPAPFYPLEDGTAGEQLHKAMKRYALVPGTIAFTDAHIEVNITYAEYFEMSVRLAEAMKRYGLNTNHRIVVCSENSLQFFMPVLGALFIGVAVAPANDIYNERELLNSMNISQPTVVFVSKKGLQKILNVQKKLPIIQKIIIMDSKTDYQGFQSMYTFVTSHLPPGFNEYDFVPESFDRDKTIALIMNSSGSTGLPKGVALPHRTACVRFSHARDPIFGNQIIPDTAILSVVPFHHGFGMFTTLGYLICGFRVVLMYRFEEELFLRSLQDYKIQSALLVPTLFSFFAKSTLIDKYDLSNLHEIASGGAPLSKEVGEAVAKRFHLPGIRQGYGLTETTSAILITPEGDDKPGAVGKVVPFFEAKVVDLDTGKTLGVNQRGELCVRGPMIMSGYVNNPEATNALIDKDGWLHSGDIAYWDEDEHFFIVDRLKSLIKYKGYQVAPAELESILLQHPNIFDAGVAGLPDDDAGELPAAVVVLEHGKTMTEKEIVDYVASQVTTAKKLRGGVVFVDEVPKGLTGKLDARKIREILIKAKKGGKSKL
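Material: Luciferase/luciferin reagent mix | Doses: Test compounds dosed from 2 mM stocks in 100% DMSO | Timing: 10 min incubation after luciferase reagent addition, room temperature | Measured by: Luminescence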
bIAP act: intestinal alkaline phosphatase (bovine) activation | purified bovine IAP, CDP-star luminescence, 30 min; active compounds read high; fold of DMSO-control signal, blank-subtracted | activation factor at 20 µM | hit rate 0.17% among 200,000 | AID 1016;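 active = activation factor of 2 or more at 20 µM, a signal rise over negative controls twice the positive control's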
bIAP inh: intestinal alkaline phosphatase (bovine) inhibition; purified bovine IAP, CDP-star luminescence, 30 min; inhibition, % at 20 µM; 190,000 tested, under 10 active; AID 1019;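 active = over 50% inhibition of intestinal alkaline phosphatase at 20 µM in the single-dose screen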
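Assay system: bovine IAP enzyme; medium: DEA buffer 100 mM, pH 9.8, with MgCl2 1.0 mM, ZnCl2 0.02 mM; doses: 20 µM single dose; incubation: enzyme reaction for 30 min at room temperature; detection: CDP-star luminescence signal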
FLuc inhib CS: counter-screen for luciferase assay inhibitors: firefly luciferase inhibition | inhibition, % at 10 µM | ATPLite firefly luciferase biochemical luminescence, 10 min | AID 1006 | hit rate 1.5% among 200,000 | P08659;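 active = inhibition above about 50% when tested at 10 µM, limit read from the data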
APP 5UTR inh: APP translation inhibition | SH-SY5Y APP 5'UTR-luciferase reporter, luminescence | inhibition, % at 2 µM | hit rate 0.82% among 190,000 | AID 1285;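 active = inhibition above a set limit, derived from the sample mean plus 3 SD, cut at about 45% in these data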; note: values of inactives mirror those of a sister screen read the other way
Active calls of the source: *; / = not tested or not shown.

SMILES,L major viab,TNAP inh hiacc,TNAP act hiacc,TNAP inh no acc,RAM network inh,FLuc act counter,bIAP act,bIAP inh,FLuc inhib CS,APP 5UTR inh
CCOC(=O)c1cnc(-n2nc(C)cc2C)nc1N(CC)CC,13,2,1,0,-0.3,1,1,-2,5,-3
CCOc1cc(/C=C/C(=O)OCC(=O)NC2CCS(=O)(=O)C2)ccc1OCc1ccccc1 (stereo not given),11,-5,1.1,-14,1.9,1,1,0,-3,16
O=C(c1cc2cc([N+](=O)[O-])ccc2s1)N1CCCCC1,6,2,1,-6,0.4,1,1,0,2,-24
CC(=O)N1CCN(c2ccc(NC(=O)c3ccc(N4CCCC4)c([N+](=O)[O-])c3)cc2Cl)CC1,24,0,1,1,0.9,1,0.9,10,-5,-1
CCN1C=C(Cc2ccccc2C)C2=C(C1)C(c1ccccc1C)C(C#N)=C(N)O2 (stereo not given),42,-12,1.1,-12,1.8,1,1.1,-6,-4,1
COc1cccc(N2CCN(C(=O)C3CCCN(S(=O)(=O)c4cnc[nH]4)C3)CC2)c1 (stereo not given),-7,-6,1.1,-8,1.6,1,1.2,-22,-4,12
O=C(NCCc1ccccn1)c1ccc(COc2ccccc2)o1,-4,-1,1,-7,-1.0,1,1,-3,-3,-3
CC(C)C1=NN(C(=O)c2cccnc2)C(O)(C(F)(F)F)C1 (stereo not given),-3,-2,1,-8,-0.4,1,1,2,-3,2
CCN(CC)CCNC(=O)c1cc2c(-c3ccc(Cl)cc3)nn(C)c2s1,100*,-6,1.1,-12,0.6,1,1.1,-7,-2,9
COc1ccc(CN2CCn3ncc(C(=O)Nc4cc(C)cc(C)c4)c3C2=O)cc1,2,-6,1.1,-11,1.6,1,0.9,8,1,12
Cc1ccsc1C1C2=C(CCCC2=O)Nc2ncnn21 (stereo not given),3,-4,1,-10,1.6,1,1,-4,-2,12
COCCCn1c(=S)[nH]c2c(sc3ccccc32)c1=O,28,-9,1.1,-6,3.8,1,1.1,-7,2,6
COc1ccc(S(=O)(=O)N(Cc2ccccc2)Cc2nc3ccccc3c(=O)[nH]2)cc1,-1,-2,1,-7,3.0,1,0.9,6,-4,-8
CCOc1ccccc1OCCCC(=O)Nc1nc2ccccc2[nH]1,-4,-10,1.1,-14,1.1,1.1,1.1,-11,-5,-11
CCN(CC)S(=O)(=O)c1cccc(C(=O)N[C@H](C(=O)OCC(=O)Nc2ccccc2)C(C)C)c1,10,-7,1.1,-3,3.8,1.1,0.9,7,-10,-13
CC(C)Sc1nnc(Cn2c(=O)sc3ccccc32)n1-c1ccccc1,0,-1,1,-10,2.1,1.1,0.9,13,-7,-12
COc1cc(OC)cc(-c2nnc(SCc3cccc(C(=O)O)c3)o2)c1,-9,-4,1,-9,14*,1,0.9,9,-4,-1
COc1ncnc2c1N[C@@](C)(O)c1c(F)c(F)c(F)c(F)c1S2,-2,-8,1.1,-11,-1.8,1,1,1,-2,-10
CN1CCN(NC(=O)c2cccc(Br)c2)CC1,1,-4,1,-2,2.3,1.1,0.9,8,-7,7
CCCCOc1ccc(C(=O)N2CCC(C)CC2)cc1,-6,-5,1.1,-11,1.0,1,1,-3,-5,1
O=C(Cc1ccccc1)NCC(=O)OC(c1ccccc1)c1ccccc1,0,-4,1,-8,1.1,1,0.9,11,-2,13
CCN(CC)c1ccc(NC(=O)c2ccc(=O)[nH]c2)cc1S(=O)(=O)Nc1ccccc1OC,1,-3,1,-19,0.9,1,1,0,-1,8
CCOC(=O)C1=C(N)n2c(s/c(=C\c3cccnc3)c2=O)=C(C(=O)OCC)C1c1cccnc1 (stereo not given),/,-9,1.1,-13,/,1.1,0.9,5,-5,/
O=C1NC(c2ccccc2)=C(c2nc3ccccc3s2)C(c2ccc(O)cc2)N1 (stereo not given),81*,-2,1,-2,0.8,1,1.1,-9,-1,-8
N/C(=N\OC(=O)CCc1ccccc1)c1ccccc1Cl,-4,0,1,-3,-0.4,0.9,1.1,-12,10,-33
Cc1ccc(CNC(=O)c2cc(COc3c(F)cccc3F)on2)s1,-8,0,1,-2,4.3,1,0.8,16,-1,2
O=C(Nc1ccc(S(=O)(=O)Nc2nccs2)cc1)c1cc(-c2ccccc2Cl)nc2ccccc12,7,1,1,-2,3.8,1,1.1,-7,-4,-11
CC(C)n1cnc2cc(NCc3ccco3)ccc21,0,-3,1,-1,1.8,0.4,1,-4,58*,-21
COc1ccc(N2CCN(CC(O)COCc3ccccc3)CC2)cc1 (stereo not given),-2,-1,1,-16,1.2,1,1.2,-20,2,-6
O=C(NNC(=O)c1ccc(-c2ccccc2)cc1)c1ccccc1,-5,5,1,-45,3.0,1,0.9,10,2,-20
CC1Cc2ccccc2N1C(=O)CNc1ccccc1N1CCCCC1 (stereo not given),27,-1,1,-6,0.6,1,0.9,12,-4,-11
COc1cccc(/C=N/Nc2snc(SC)c2C#N)c1O,-12,1,1,-7,1.8,0.6,1,-1,45,-60
C=CCn1c(Cc2ccc(OC)cc2)nnc1SCc1nc2ccccc2c(=O)[nH]1,-6,-6,1.1,-5,-0.5,1.1,1,1,-7,-19
COCCNC(=O)CN(C(=O)Cn1nnc2ccccc21)c1ccccc1C,-3,-7,1.1,-13,2.1,1,0.9,8,-2,-10
Cc1ccc(S(=O)(=O)N2CCCOC2CNC(=O)C(=O)NCc2ccncc2)cc1 (stereo not given),1,-3,1,-4,-0.4,1.1,0.8,16,-9,2
O=c1c(C(c2nnnn2C2CCCCC2)N2CCCCC2)coc2ccc(Cl)cc12 (stereo not given),62*,-6,1.1,4,2.0,1.1,1,2,-10,-5
COCCCNC(=O)CCc1ccc(S(=O)(=O)Nc2ccc(C)cc2)cc1,13,-7,1.1,-23,0.1,1,0.9,9,-4,12
COC(=O)c1ccc(OCCn2cnc3ccccc3c2=O)cc1,-3,-3,1,-12,1.1,1,1,-4,-3,-17
CC1(c2ccc([N+](=O)[O-])cc2)CC(C)(C)N(C(=O)c2ccccc2)c2ccccc21 (stereo not given),11,-3,1,-8,1.4,1,1,-5,-2,8
Cc1nc(NC(=O)CN2CCOCC2)sc1-c1ccccc1,51*,-6,1.1,3,-0.6,1,1,-2,-1,-12
CCCCN1CNC(=S)N(c2ccccc2OCC)C1,-8,4,1,-9,0.7,1,0.9,10,-3,-15
COc1ccccc1N1CCN(Cc2ccc(O)c3ncccc23)CC1,101*,-7,1.1,-22,0.5,1,1.6,-61,-4,90*
FC(F)(F)c1cccc(Cc2noc(CN3C[C@@H]4CCC[C@H]3C4)n2)c1,25,-9,1.1,-12,1.4,1.1,1,-2,-5,9
COC(=O)C1=C(C)N(C)C(=S)NC1c1cc(OC)ccc1OC (stereo not given),3,-1,1,-2,0.2,1.1,1,3,-6,-4
Cn1cccc1C(=O)c1cccc([N+](=O)[O-])c1,-6,-1,1,0,-0.1,1.1,0.9,8,-9,-11
Cc1c(NP(=O)(c2ccc(Br)cc2)c2ccc(Br)cc2)c(=O)n(-c2ccccc2)n1C,10,-8,1.1,-6,0.0,1.1,1.1,-13,-9,19
CC1=CCCC(C)(C)C1/C=C/C(C)=N/NC(=O)c1ccncc1 (stereo not given),14,-1,1,-63,2.5,1.1,1.5,-55,-6,-8
O=c1oc2ccccc2c(N2CCCCC2)c1CN1CCCC1,4,6,0.9,-3,1.0,1.1,0.5,46,-6,2
O=C(Oc1cc(=O)n2ccccc2n1)c1ccccc1,-3,-1,1,6,-0.9,0.9,0.9,13,8,20
COc1ccc2c(c1OC)C(=O)N(c1cccc(C)c1)C2=O,3,-4,1,-10,1.0,0.8,1,-3,19,-10

Following part
SMILES,L major viab,TNAP inh hiacc,TNAP act hiacc,TNAP inh no acc,RAM network inh,FLuc act counter,bIAP act,bIAP inh,FLuc inhib CS,APP 5UTR inh
Cc1noc(C)c1COC(=O)C1CC(O)CN1S(=O)(=O)c1ccc(Cl)cc1 (stereo not given),-8,-4,1,-12,0.0,1.1,1,3,-8,0
Cc1cc(NC(=O)CCN2C(=O)C3C4CCC(C4)C3C2=O)c(C)cc1Br (stereo not given),4,-6,1.1,-12,3.2,1,0.9,5,-2,6
CCOC12CC(C)(C)CC(C)(CC3=C1C(=O)CC(C)(C)C3)C2 (stereo not given),48,0,1,-2,-0.5,1.1,1.1,-12,-5,-17
CCS(=O)(=O)c1nc(S(=O)(=O)c2ccc(Cl)cc2)c(NCc2ccccn2)s1,4,-1,1,-48,2.4,1.1,1,1,-5,0
COc1ccc2ccccc2c1/C=N/NC(=O)c1cccc(Br)c1,-15,0,1,-8,-0.6,1,1.1,-6,0,-5
COc1ccc2c(=O)c(-c3ccccc3C)c(C)oc2c1,35,-8,1.1,-7,0.5,1.1,0.9,7,-10,6
COc1ccccc1-n1c(SCc2cc(=O)oc3cc(O)ccc23)nc2ccccc2c1=O,4,0,1,-3,6.8,1.1,0.9,13,-11,-4
Cc1ccc(N(CC(=O)Nc2ccccc2-c2ccccc2)S(=O)(=O)c2ccccc2)c(C)c1,15,1,1,-18,5.5,1,1,3,-3,-24
O=c1c2ccccc2nc2n1C1(CCCCC1)Cc1ccccc1-2,4,-6,1.1,-18,4.7,1.1,0.8,18,-6,-11
CC(=O)NC(CC(=O)Nc1cccc(S(=O)(=O)N2CCCCC2)c1)c1ccccc1 (stereo not given),1,-1,1,-14,0.3,1.1,1.1,-10,-7,23
O=C(Nc1ccccc1)C1=C[C@H](c2ccc3c(c2)OCO3)C[C@H](OCCCCO)O1,5,2,1,-1,3.4,1,1.3,-28,3,-14
CCCCNC(=O)Cn1nc([N+](=O)[O-])c([N+](=O)[O-])c1C,79*,-1,1,-1,2.3,1,1,4,-4,3
Cc1cc(NC(=O)Cn2nc(-c3ccccc3F)ccc2=O)ccc1-n1cnnn1,6,-3,1,-5,1.8,1,1.1,-8,-5,-3

An excerpt from above in order of heavy-atom count, rising:
SMILES,L major viab,TNAP inh hiacc,TNAP act hiacc,TNAP inh no acc,RAM network inh,FLuc act counter,bIAP act,bIAP inh,FLuc inhib CS,APP 5UTR inh
O=c1c2ccccc2nc2n1C1(CCCCC1)Cc1ccccc1-2,4,-6,1.1,-18,4.7,1.1,0.8,18,-6,-11
Cc1cc(NC(=O)Cn2nc(-c3ccccc3F)ccc2=O)ccc1-n1cnnn1,6,-3,1,-5,1.8,1,1.1,-8,-5,-3
Cc1ccc(N(CC(=O)Nc2ccccc2-c2ccccc2)S(=O)(=O)c2ccccc2)c(C)c1,15,1,1,-18,5.5,1,1,3,-3,-24

Looked up one by one from the list above:
SMILES,L major viab,TNAP inh hiacc,TNAP act hiacc,TNAP inh no acc,RAM network inh,FLuc act counter,bIAP act,bIAP inh,FLuc inhib CS,APP 5UTR inh
CC(=O)NC(CC(=O)Nc1cccc(S(=O)(=O)N2CCCCC2)c1)c1ccccc1 (stereo not given),1,-1,1,-14,0.3,1.1,1.1,-10,-7,23
Cc1ccc(N(CC(=O)Nc2ccccc2-c2ccccc2)S(=O)(=O)c2ccccc2)c(C)c1,15,1,1,-18,5.5,1,1,3,-3,-24

Screening data (PubChem)

Compounds were not picked by outcome. About 13% of those tested had a hit in this group.
